Compound activity deposited in PubChem BioAssay by several laboratories.
ANO1 block: mouse TMEM16A channel inhibition, primary screen. Q8BHY3. HEK293 TMEM16A/YFP iodide influx fluorescence, ionomycin. normalized B-score (activity score, 25-100; higher = stronger inhibition) at 10 µM. actives 1.2% (n = 310,000);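 active = ratio plate-corrected score three or more library SD toward inhibition, starting fluorescence score within five deviations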;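 also: score derived from kinetic fluorescence span divided by baseline fluorescence per well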
TRPC6 inhibitor: mouse TRPC6 channel inhibition. actives 1.1% (n = 310,000). HEK293-TRPC6, membrane potential dye, ACh-evoked depolarization; active compounds read low. B-score at 10 µM. Q61143. AID 2553;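 active = B-score under library mean minus 3 SD, initial fluorescence not abnormally high, positive integrated signal ratio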;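 also: B-score derived from integrated fluorescence ratio over the kinetic read; more negative B-score means stronger inhibition of depolarization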
MrgX1 agonist: activates human MrgX1 receptor signaling; MrgX1-HEK293 cells, Fluo-4 calcium fluorescence, agonist mode; active compounds read high; B-score at 10 µM; actives 0.44% (n = 310,000);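 active = calcium response B-score plate-corrected fluorescence ratio at least 3 library SD, with starting fluorescence B-score inside 5 SD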
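Material: MrgX1-expressing HEK293 cells; input: 15,000 cells per well; doses: test compound given as first of three sequential additions; schedule: overnight plating before 1 h dye loading; technique: Fluo-4 NW calcium-flux fluorescence, kinetic read; evaluation: baseline-normalised fluorescence change ratio, B-scored; control set: plate-wise positive and negative controls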
TRPC4 act: activators of mouse TRPC4 channel; Q9QUQ5; HEK293 TRPC4beta/mu-opioid, Fluo4 calcium fluorescence; active compounds read high; B-score at 10 µM; actives 0.49% (n = 310,000); AID 2237;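 active = B-score above 5 SD of library B-scores, and initial fluorescence ratio not above library mean plus 5 SD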;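 also: positive B-score marks a calcium rise read as TRPC4 activation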
Target sequence (Q9QUQ5 whole entry, looked up): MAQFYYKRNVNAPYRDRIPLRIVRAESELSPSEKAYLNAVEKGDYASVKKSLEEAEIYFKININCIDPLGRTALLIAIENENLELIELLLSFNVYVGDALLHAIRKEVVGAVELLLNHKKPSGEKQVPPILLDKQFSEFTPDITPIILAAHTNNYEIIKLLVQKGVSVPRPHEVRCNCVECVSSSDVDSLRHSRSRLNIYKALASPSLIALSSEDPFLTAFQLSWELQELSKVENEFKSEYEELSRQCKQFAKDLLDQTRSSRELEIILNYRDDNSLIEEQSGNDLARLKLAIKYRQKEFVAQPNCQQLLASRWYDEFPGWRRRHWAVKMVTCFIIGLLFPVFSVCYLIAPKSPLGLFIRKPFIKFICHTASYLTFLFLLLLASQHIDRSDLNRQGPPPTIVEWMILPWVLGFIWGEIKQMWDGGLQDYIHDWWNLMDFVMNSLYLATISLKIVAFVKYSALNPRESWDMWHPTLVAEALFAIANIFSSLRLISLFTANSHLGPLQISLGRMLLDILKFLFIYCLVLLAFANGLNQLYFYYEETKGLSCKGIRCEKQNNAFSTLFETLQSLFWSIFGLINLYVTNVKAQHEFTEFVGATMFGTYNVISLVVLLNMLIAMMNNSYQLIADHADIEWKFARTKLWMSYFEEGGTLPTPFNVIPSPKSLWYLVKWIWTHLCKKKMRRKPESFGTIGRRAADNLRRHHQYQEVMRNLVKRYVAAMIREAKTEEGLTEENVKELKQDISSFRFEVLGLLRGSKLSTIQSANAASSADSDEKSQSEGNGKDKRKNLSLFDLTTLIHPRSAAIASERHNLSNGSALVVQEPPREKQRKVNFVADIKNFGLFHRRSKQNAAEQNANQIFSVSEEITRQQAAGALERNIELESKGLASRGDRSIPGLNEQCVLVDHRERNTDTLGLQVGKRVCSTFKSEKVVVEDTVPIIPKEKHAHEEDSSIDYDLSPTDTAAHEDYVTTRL
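Material: TRPC4beta and mu-opioid receptor HEK293 stable cells | Incubation: 45 min room-temperature Fluo4 loading, 110 s read | Detection: Kinetic Fluo4 calcium fluorescence | Measure: Integrated baseline-normalised fluorescence ratio, converted to per-well B score | Benchmarks: Low control buffer alone, high control maximal DAMGO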
SKKanGAS inh: inhibitors of SKKanGAS S. pyogenes growth in kanamycin (SK-promoter or general growth effect). BacTiter-Glo, 6 h. actives 1.3% (n = 300,000). inhibition, % at 7.5 µM;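 active = mean replicate score, as percent of positive control median, at least 50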;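 also: strain carries kanamycin resistance gene driven by streptokinase promoter and grows in 40 µg/ml kanamycin; loss of luminescence reflects streptokinase promoter inhibition or plain growth inhibition; 0% = median of DMSO wells and 100% = positive control at its reference dose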
TRPC4 inh: inhibitors of mouse TRPC4 channel; Q9QUQ5; B-score at 10 µM; AID 2247; HEK293 TRPC4beta/mu-opioid, DAMGO-evoked Fluo4 calcium flux; active compounds read low; actives 0.39% (n = 300,000);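 active = B-score over 3 SD under the library average, no early fluorescence shift, positive overall ratio signal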
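Signal: kinetic Fluo4 fluorescence imaging of calcium influx. Material: stable TRPC4beta/mu-opioid receptor HEK293 cells. Probe or stimulus: DAMGO in two steps, submaximal then maximal.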
TRPC4 potent: TRPC4 (mouse) allosteric potentiation | Q9QUQ5 | HEK293 TRPC4beta/mu-opioid, DAMGO EC20, Fluo-4 Ca2+ flux; active compounds read high | B-score at 10 µM | actives 0.42% (n = 310,000) | AID 2227;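 active = B-score of calcium response area above 5 SD of library B-scores, with initial fluorescence ratio within 5 SD of library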;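 also: B-score of integrated fluorescence ratio over time as area under calcium response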
MrgX1 allo act: allosterically activates human MrgX1 receptor signaling | Q96LB2 | MrgX1-HEK293, Fluo-4 calcium flux, FDSS; active compounds read high | B-score at 10 µM | actives 0.63% (n = 310,000);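 active = plate-corrected calcium response at least 3 library SD above typical, normal starting fluorescence, not activating the receptor alone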;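 also: compound read alongside a low EC10 to EC30 dose of BAM8-22 agonist; peak minus trough fluorescence over baseline measured at the second addition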
TRPC6 activator: activates the mouse TRPC6 cation channel; Q61143; HEK293-TRPC6 membrane potential dye fluorescence; active compounds read high; B-score at 10 µM; actives 0.13% (n = 310,000);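 active = B-score of the integrated fluorescence ratio above library mean plus 3 SD, and starting fluorescence ratio within library mean plus 5 SD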;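 also: higher score means more depolarization so channel activation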
MrgX1 antag: human MrgX1 receptor antagonism, primary screen | actives 1.3% (n = 310,000) | AID 588676 | MRGX1-HEK293 calcium flux, Fluo-4, BAM8-22 antagonism; active compounds read low | Q96LB2 | B-score at 10 µM;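 active = calcium-response B-score plate-corrected more than 3 library SD below zero, starting fluorescence within 5 deviations, no agonist response on first addition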;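 also: peak minus trough fluorescence over baseline after final BAM8-22 challenge near maximal dose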
TMEM16A act: mouse TMEM16A channel activation, primary screen; actives 0.3% (n = 340,000); HEK293 TMEM16A/YFP-H148Q/I152L, iodide quench fluorescence; active compounds read low; B-score at 10 µM;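 active = fluorescence-ratio B-score plate-corrected deviation score at least 3 library SD below zero, with starting fluorescence score within 5 deviations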;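 also: channel opened by trigger with iodide after compound preincubation; score built on the fluorescence ratio of max minus min over baseline; more negative score means more quench and so TMEM16A activation or potentiation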
Active calls of the source: *.

Screening O=C(Nc1nnc(S(=O)(=O)N2CCCCC2)s1)c1cccc(Br)c1 returned ANO1 block inactive, TRPC6 inhibitor inactive, MrgX1 agonist inactive, TRPC4 act inactive, SKKanGAS inh 26.1, TRPC4 inh inactive, TRPC4 potent inactive, MrgX1 allo act inactive, TRPC6 activator inactive, MrgX1 antag inactive and TMEM16A act inactive.
For COc1cc(NC(=O)c2cc3c(=O)n(C)c4ccccc4c3n2C)cc(OC)c1OC the results were ANO1 block inactive, TRPC6 inhibitor inactive, MrgX1 agonist inactive, TRPC4 act inactive, SKKanGAS inh -7.2, TRPC4 inh inactive, TRPC4 potent inactive, MrgX1 allo act inactive, TRPC6 activator inactive, MrgX1 antag inactive and TMEM16A act inactive.
`S=C(NCCc1c[nH]c2ccccc12)NC1CC1` gave ANO1 block inactive, TRPC6 inhibitor inactive, MrgX1 agonist inactive, TRPC4 act inactive, SKKanGAS inh -2.9, TRPC4 inh inactive, TRPC4 potent inactive, MrgX1 allo act inactive, TRPC6 activator inactive, MrgX1 antag inactive and TMEM16A act inactive.
CC(CO)NCC12CC3CC(CC(C3)C1)C2 (stereo unspecified) was read as ANO1 block inactive, TRPC6 inhibitor inactive, MrgX1 agonist inactive, TRPC4 act inactive, SKKanGAS inh -6.6, TRPC4 inh inactive, TRPC4 potent inactive, MrgX1 allo act inactive, TRPC6 activator inactive, MrgX1 antag inactive and TMEM16A act inactive.
`Cc1cccc(NC(=S)NC(=O)CCc2ccccc2)c1C` gave ANO1 block inactive, TRPC6 inhibitor inactive, MrgX1 agonist inactive, TRPC4 act inactive, SKKanGAS inh 5.1, TRPC4 inh inactive, TRPC4 potent inactive, MrgX1 allo act inactive, TRPC6 activator inactive, MrgX1 antag inactive and TMEM16A act inactive.
COC(=O)c1cnc(Oc2ccc(NC(=O)NC(=O)c3ccccc3Cl)cc2)cc1C(F)(F)F was read as ANO1 block inactive, TRPC6 inhibitor inactive, MrgX1 agonist inactive, TRPC4 act inactive, SKKanGAS inh 0.9, TRPC4 inh inactive, TRPC4 potent inactive, MrgX1 allo act inactive, TRPC6 activator inactive, MrgX1 antag inactive and TMEM16A act inactive.
Cc1cccc(OCCn2ccnc2)c1C was read as ANO1 block inactive, TRPC6 inhibitor inactive, MrgX1 agonist inactive, TRPC4 act inactive, SKKanGAS inh -4.1, TRPC4 inh inactive, TRPC4 potent inactive, MrgX1 allo act inactive, TRPC6 activator inactive, MrgX1 antag inactive and TMEM16A act inactive.
`CCOc1ccc2nc(CN3CCN(Cc4ccsc4)C(CCO)C3)ccc2c1` (stereo unspecified) gave ANO1 block inactive, TRPC6 inhibitor inactive, MrgX1 agonist inactive, TRPC4 act inactive, SKKanGAS inh 6.1, TRPC4 inh inactive, TRPC4 potent inactive, MrgX1 allo act inactive, TRPC6 activator inactive, MrgX1 antag inactive and TMEM16A act inactive.
For CC1(c2ccc(OC(F)F)cc2)NC(=O)N(CC(=O)Nc2ccc(S(N)(=O)=O)cc2)C1=O (stereo unspecified) the results were ANO1 block inactive, TRPC6 inhibitor inactive, MrgX1 agonist inactive, TRPC4 act inactive, SKKanGAS inh 1.5, TRPC4 inh inactive, TRPC4 potent inactive, MrgX1 allo act inactive, TRPC6 activator inactive, MrgX1 antag -6.93* and TMEM16A act inactive.
For CCCCCCc1cc2cc(C(=O)NCc3ccccc3)c(=N)oc2cc1O the results were ANO1 block inactive, TRPC6 inhibitor inactive, MrgX1 agonist inactive, TRPC4 act inactive, SKKanGAS inh 3.3, TRPC4 inh inactive, TRPC4 potent inactive, MrgX1 allo act 6.97*, TRPC6 activator inactive, MrgX1 antag inactive and TMEM16A act inactive.
O=C1NC[C@H](c2ccccc2)N(CCc2cccc3ccccc23)C1=O was read as ANO1 block inactive, TRPC6 inhibitor inactive, MrgX1 agonist inactive, TRPC4 act inactive, SKKanGAS inh -2.0, TRPC4 inh inactive, TRPC4 potent inactive, MrgX1 allo act inactive, TRPC6 activator inactive, MrgX1 antag inactive and TMEM16A act inactive.
For CC1CCN(S(=O)(=O)c2ccc3c(c2)NC(=O)CS3)CC1 the results were ANO1 block inactive, TRPC6 inhibitor inactive, MrgX1 agonist inactive, TRPC4 act inactive, SKKanGAS inh -1.5, TRPC4 inh inactive, TRPC4 potent inactive, MrgX1 allo act inactive, TRPC6 activator inactive, MrgX1 antag inactive and TMEM16A act inactive.
Cc1nc2ccc(NS(=O)(=O)c3ccc(F)c(C)c3)cc2[nH]1 was read as ANO1 block inactive, TRPC6 inhibitor inactive, MrgX1 agonist inactive, TRPC4 act inactive, SKKanGAS inh -4.4, TRPC4 inh inactive, TRPC4 potent inactive, MrgX1 allo act inactive, TRPC6 activator inactive, MrgX1 antag inactive and TMEM16A act inactive.
CCOC(=O)N1CCC(N2CCN(CCC(C)C)C(CCO)C2)CC1 (stereo unspecified) was read as ANO1 block inactive, TRPC6 inhibitor -7.57*, MrgX1 agonist inactive, TRPC4 act inactive, SKKanGAS inh 0.7, TRPC4 inh inactive, TRPC4 potent inactive, MrgX1 allo act inactive, TRPC6 activator inactive, MrgX1 antag inactive and TMEM16A act inactive.
`CCOC(=O)c1c(C)oc2ccc(O)c(CN3CCCCC3)c12` gave ANO1 block inactive, TRPC6 inhibitor inactive, MrgX1 agonist inactive, TRPC4 act inactive, SKKanGAS inh -15.5, TRPC4 inh inactive, TRPC4 potent inactive, MrgX1 allo act inactive, TRPC6 activator inactive, MrgX1 antag inactive and TMEM16A act inactive.
`CC(C)c1ccc(/C=C/C(=O)NCc2ccc(S(N)(=O)=O)cc2)cc1` gave ANO1 block inactive, TRPC6 inhibitor inactive, MrgX1 agonist inactive, TRPC4 act inactive, SKKanGAS inh -9.6, TRPC4 inh inactive, TRPC4 potent inactive, MrgX1 allo act inactive, TRPC6 activator inactive, MrgX1 antag -6.83* and TMEM16A act inactive.
Screening CC(=O)c1cc(CC=C(C)C)c(O)c(CC=C(C)C)c1O returned ANO1 block inactive, TRPC6 inhibitor inactive, MrgX1 agonist inactive, TRPC4 act inactive, SKKanGAS inh 25.1, TRPC4 inh inactive, TRPC4 potent inactive, MrgX1 allo act inactive, TRPC6 activator inactive, MrgX1 antag inactive and TMEM16A act inactive.
CCC(C)NC(=O)CSc1nc2scc(-c3ccccc3)c2c(=O)[nH]1 (stereo unspecified) was read as ANO1 block inactive, TRPC6 inhibitor inactive, MrgX1 agonist inactive, TRPC4 act inactive, SKKanGAS inh 4.7, TRPC4 inh inactive, TRPC4 potent inactive, MrgX1 allo act inactive, TRPC6 activator inactive, MrgX1 antag inactive and TMEM16A act inactive.
COc1ccccc1-c1nnc(SCC(=O)O)n1-c1ccc(C)cc1 was read as ANO1 block inactive, TRPC6 inhibitor inactive, MrgX1 agonist inactive, TRPC4 act inactive, SKKanGAS inh -4.7, TRPC4 inh inactive, TRPC4 potent inactive, MrgX1 allo act inactive, TRPC6 activator inactive, MrgX1 antag inactive and TMEM16A act inactive.
`CCCC(=O)Nc1nnc(S(=O)(=O)N2CCCCCC2)s1` gave ANO1 block inactive, TRPC6 inhibitor inactive, MrgX1 agonist inactive, TRPC4 act inactive, SKKanGAS inh -2.2, TRPC4 inh inactive, TRPC4 potent inactive, MrgX1 allo act inactive, TRPC6 activator inactive, MrgX1 antag inactive and TMEM16A act inactive.
Screening c1ccc(-c2cc(-c3ccccc3)ncn2)cc1 returned ANO1 block inactive, TRPC6 inhibitor inactive, MrgX1 agonist inactive, TRPC4 act inactive, SKKanGAS inh -10.9, TRPC4 inh inactive, TRPC4 potent inactive, MrgX1 allo act inactive, TRPC6 activator inactive, MrgX1 antag inactive and TMEM16A act inactive.
For COc1ccccc1NC(=O)N1CCOCC1 the results were ANO1 block inactive, TRPC6 inhibitor inactive, MrgX1 agonist inactive, TRPC4 act inactive, SKKanGAS inh -2.1, TRPC4 inh inactive, TRPC4 potent inactive, MrgX1 allo act inactive, TRPC6 activator inactive, MrgX1 antag inactive and TMEM16A act inactive.
For Cc1ccccc1OCc1occc1C(=O)Nc1cccc(-n2cnnn2)c1 the results were ANO1 block inactive, TRPC6 inhibitor inactive, MrgX1 agonist inactive, TRPC4 act inactive, SKKanGAS inh -3.1, TRPC4 inh inactive, TRPC4 potent inactive, MrgX1 allo act inactive, TRPC6 activator inactive, MrgX1 antag inactive and TMEM16A act inactive.
For COc1cccc(C2Nc3ccc4ccccc4c3C3=C2C(=O)CC(C)(C)C3)c1OCC(=O)O (stereo unspecified) the results were ANO1 block inactive, TRPC6 inhibitor inactive, MrgX1 agonist inactive, TRPC4 act inactive, SKKanGAS inh 15.7, TRPC4 inh inactive, TRPC4 potent inactive, MrgX1 allo act inactive, TRPC6 activator inactive, MrgX1 antag inactive and TMEM16A act inactive.
For COc1ccc(OC)c(S(=O)(=O)N2CCC(C(=O)Nc3cc(C)ccc3C)CC2)c1 the results were ANO1 block inactive, TRPC6 inhibitor inactive, MrgX1 agonist inactive, TRPC4 act inactive, SKKanGAS inh -6.7, TRPC4 inh inactive, TRPC4 potent inactive, MrgX1 allo act inactive, TRPC6 activator inactive, MrgX1 antag inactive and TMEM16A act inactive.
`CCOC(=O)Cn1nc(C)c(NC(=O)c2ccc([N+](=O)[O-])c(C)c2)c1C` gave ANO1 block inactive, TRPC6 inhibitor inactive, MrgX1 agonist inactive, TRPC4 act inactive, SKKanGAS inh 0.0, TRPC4 inh inactive, TRPC4 potent inactive, MrgX1 allo act inactive, TRPC6 activator inactive, MrgX1 antag inactive and TMEM16A act inactive.
`COc1ccc(C(=O)NCCS(=O)(=O)NC2CCCC2)cc1` gave ANO1 block inactive, TRPC6 inhibitor inactive, MrgX1 agonist inactive, TRPC4 act inactive, SKKanGAS inh 3.8, TRPC4 inh inactive, TRPC4 potent inactive, MrgX1 allo act inactive, TRPC6 activator inactive, MrgX1 antag inactive and TMEM16A act inactive.
COc1cccc(CN(C)C(=O)C23CC4CC(CC(C4)C2)C3)c1 was read as ANO1 block inactive, TRPC6 inhibitor inactive, MrgX1 agonist inactive, TRPC4 act inactive, SKKanGAS inh -2.8, TRPC4 inh inactive, TRPC4 potent inactive, MrgX1 allo act inactive, TRPC6 activator inactive, MrgX1 antag inactive and TMEM16A act inactive.
